# Compound activity as filed in PubChem.
# p97 inhibitor – blocks human p97 ATPase activity. recombinant p97 ATPase, Kinase-Glo ATP luminescence, 3 h. P55072. inhibition, % at 8 µM. AID 1481. 220,000 compounds, 0.42% hits; in the data active = inhibition above about 15%;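 also: 0% = DMSO vehicle and 100% = wells lacking enzyme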
# BaF3 parental – counter-screen for JAK2V617F inhibitors: parental Ba/F3 viability inhibitors | 220,000 compounds, 1.1% hits | AID 1486 | CellTiter-Glo ATP luminescence | inhibition, % at 5.6 µM;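 active = inhibition above a per-campaign cutoff, the mean inhibition of all tested compounds plus 3 SD, cut at about 27% in these data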;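 also: 0% = DMSO wells and 100% = JAK Inhibitor I control wells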
# PPC-1+TRAIL kill – PPC-1 cancer cell killing with TRAIL present | 220,000 compounds, 0.41% hits | PPC-1 cells + TRAIL, ATPLite viability luminescence | cell killing (% activity), % at 4 µM;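 active = cell killing above 50% in the first pass at 4 µM, then a duplicate retest at 5 µM averaging 50% or more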;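 also: plate controls were cells with TRAIL plus DMSO for no effect and medium-only wells lacking cells for full effect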
# TbHK1 inh – blocks Trypanosoma brucei hexokinase 1 activity; recombinant TbHK1, G6PDH-coupled NADH A340; inhibition, % at 10 µM; 220,000 compounds, 0.11% hits; AID 1430;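 active = inhibition of 50% or more in the single-dose primary screen; inactive = inhibition below 50%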
# Ba/F3 V617F tox – reduce viability of Ba/F3 cells dependent on JAK2V617F; inhibition, % at 5.6 µM; 220,000 compounds, 1.1% hits; Ba/F3 EpoR-JAK2V617F viability, ATP luminescence; AID 1446;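 active = inhibition above the campaign mean plus 3 SD over all tested compounds, cut at about 24% in these data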;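 also: cytokine-independent growth of Ba/F3 cells driven by EpoR plus mutant JAK2; 0% = DMSO-treated cells and 100% = JAK inhibitor I control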
# EP2 antag – blocks the human prostaglandin E2 receptor EP2; C6 glioma cells expressing human EP2, cAMP TR-FRET; cells stimulated with saturating PGE2; 260,000 compounds, 0.52% hits; AID 1422; inhibition, % at 25 µM; P43116;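 active = percent inhibition above 40 after rounding to a whole number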;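 also: rat C6 glioma host cells with rolipram phosphodiesterase inhibitor present; the protocol text gives 20 µM as final concentration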
# Target sequence (P43116 whole entry, looked up): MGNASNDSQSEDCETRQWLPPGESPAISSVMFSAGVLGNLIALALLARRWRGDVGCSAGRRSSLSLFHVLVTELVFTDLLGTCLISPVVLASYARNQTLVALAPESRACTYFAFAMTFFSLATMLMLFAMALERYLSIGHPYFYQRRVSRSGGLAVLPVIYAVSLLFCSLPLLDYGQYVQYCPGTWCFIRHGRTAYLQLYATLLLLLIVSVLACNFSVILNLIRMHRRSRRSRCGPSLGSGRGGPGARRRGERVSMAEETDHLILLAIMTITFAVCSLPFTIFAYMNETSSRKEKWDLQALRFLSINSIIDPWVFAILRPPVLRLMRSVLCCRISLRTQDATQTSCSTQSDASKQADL
# p47phox inh – blocks human p47phox regulatory protein of NADPH oxidases | P14598 | p47phox/p22phox peptide binding, fluorescence polarization, 2 h | inhibition, % at 24.7 µM | 220,000 compounds, 0.53% hits | AID 1274;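 active = inhibition above about 30%, limit read from the data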;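 also: 0% = p47phox with labelled peptide and 100% = labelled peptide alone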
# RBBP9 inh – human RBBP9 hydrolase inhibition | O75884 | inhibition, % at 7.94 µM | 220,000 compounds, 0.2% hits | AID 1515 | recombinant RBBP9, FP-Rh probe fluorescence polarization;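 active = inhibition above the campaign mean of all tested compounds plus 3 SD, cut at about 14% in these data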;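 also: plate controls were DMSO wells with RBBP9 for no effect and wells lacking RBBP9 protein for full effect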
#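 Test system: recombinant human RBBP9; Timing: 30 min then 45 min, 25 °C; Detection: fluorescence polarization; Control set: RBBP9 with DMSO as uninhibited control, no-protein wells as full inhibition; Compound dosing: one concentration, 7.94 µM nominal, 0.794% DMSO; Probe or stimulus: FP-Rh activity-based probe, 375 nM before mixing.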
# Furin inhibitor – inhibitors of human furin; P09958; purified furin, fluorogenic substrate cleavage; inhibition, % at 30 µM; 220,000 compounds, 0.061% hits; AID 463115; in the data active = inhibition above about 25%; also: inactives centre near -15
# Target sequence (P09958 108-714 limits assumed): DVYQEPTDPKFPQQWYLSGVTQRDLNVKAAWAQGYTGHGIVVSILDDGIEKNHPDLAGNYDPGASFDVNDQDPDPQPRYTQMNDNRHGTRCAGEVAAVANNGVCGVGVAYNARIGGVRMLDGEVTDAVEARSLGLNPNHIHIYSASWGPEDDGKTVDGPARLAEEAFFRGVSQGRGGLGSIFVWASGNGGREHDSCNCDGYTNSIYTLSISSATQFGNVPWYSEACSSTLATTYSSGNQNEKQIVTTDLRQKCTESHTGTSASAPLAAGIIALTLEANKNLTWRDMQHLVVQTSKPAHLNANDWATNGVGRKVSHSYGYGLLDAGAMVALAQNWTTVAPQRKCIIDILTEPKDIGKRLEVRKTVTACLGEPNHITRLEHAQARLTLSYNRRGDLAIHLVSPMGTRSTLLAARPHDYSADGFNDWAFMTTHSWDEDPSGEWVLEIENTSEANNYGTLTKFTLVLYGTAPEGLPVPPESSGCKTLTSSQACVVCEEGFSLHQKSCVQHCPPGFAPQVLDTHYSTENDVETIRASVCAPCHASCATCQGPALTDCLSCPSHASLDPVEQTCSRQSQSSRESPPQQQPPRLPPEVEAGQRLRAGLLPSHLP
# * = called active by the depositor; nt = not tested or not shown; & = joins results of further samples; [ ] = dose if it differs, or a comment.
# Every second line gives: p97 inhibitor	BaF3 parental	PPC-1+TRAIL kill	TbHK1 inh	Ba/F3 V617F tox	EP2 antag	p47phox inh	RBBP9 inh	Furin inhibitor
CC(C)NC(=O)CCCn1c(=S)[nH]c2cc3c(cc2c1=O)OCO3
→ 2.5	3.5	18.8	-21.8	-1.2	0.6	2.1	-4.5	-20.3
CCOC(=O)Cn1ncc(-c2ccccc2)c1N
→ 2.5	6.2	18.0	-1.1	-0.3	3.5&7.2	-10.7	0.0	-28.2[20 µM]
Cc1nc(-n2[nH]c3c(c2=O)CCCC3)[nH]c(=O)c1Cc1ccccc1
→ -2.2	6.5	6.7	10.8	-0.1	9.2	-29.3	-5.1	-15.6[20 µM]
CC(OC(=O)C12CC3CC(CC(O)(C3)C1)C2)C(N)=O (stereo unspecified)
→ 3.3	-4.2	13.3	0.1	-3.0	5.2	-13.3	-6.7	-10.7
COc1ccccc1NC1=C(N2CCCCC2)C(=O)c2ccccc2C1=O
→ -2.3	99.9*	71.7*	-4.9	100.5*	3.5	-6.9	-1.9	4.5
CC(=O)NCCn1c(SCC(=O)OCc2ccccc2)nc2ccccc2c1=O
→ -4.4	2.8	-1.1	0.8	-1.1	2.7	0.0	1.3	-23.4
CC1CC(C)CN(C(=S)Nc2ccc(OC(F)F)cc2)C1 (stereo unspecified)
→ 0.4	4.3	-7.9	30.0	-5.2	9.1	-4.2	0.7	-11.2
CCOC(=O)Cn1c(=O)oc2cc(S(=O)(=O)Nc3ccc(F)cc3)ccc21
→ -1.8	3.0	-15.3	-3.0	-6.4	19.1	-10.4	-5.6	-14.8
CCOC(=O)c1c(NC(=O)CN2C(=O)NC(C)(c3ccc(Cl)cc3)C2=O)sc(C(=O)NC)c1C (stereo unspecified)
→ 2.8	2.5	6.7	-2.8	1.3	3.0	-16.8	-8.0	-25.1
COc1cccc(CN(Cc2ccco2)C(c2ccc(F)cc2)c2nnnn2C(C)(C)C)c1 (stereo unspecified)
→ -4.0	0.3	10.5	24.7	0.7	13.9	-6.2	-6.2	-6.0

# 3 structures already listed, arranged by heavy-atom count, ascending.
# Every second line gives: p97 inhibitor	BaF3 parental	PPC-1+TRAIL kill	TbHK1 inh	Ba/F3 V617F tox	EP2 antag	p47phox inh	RBBP9 inh	Furin inhibitor
CC(C)NC(=O)CCCn1c(=S)[nH]c2cc3c(cc2c1=O)OCO3
→ 2.5	3.5	18.8	-21.8	-1.2	0.6	2.1	-4.5	-20.3
CC(=O)NCCn1c(SCC(=O)OCc2ccccc2)nc2ccccc2c1=O
→ -4.4	2.8	-1.1	0.8	-1.1	2.7	0.0	1.3	-23.4
COc1cccc(CN(Cc2ccco2)C(c2ccc(F)cc2)c2nnnn2C(C)(C)C)c1 (stereo unspecified)
→ -4.0	0.3	10.5	24.7	0.7	13.9	-6.2	-6.2	-6.0

# Additional results follow:
# Every second line gives: p97 inhibitor	BaF3 parental	PPC-1+TRAIL kill	TbHK1 inh	Ba/F3 V617F tox	EP2 antag	p47phox inh	RBBP9 inh	Furin inhibitor
O=C(O)CCN1C(=O)C2C3c4ccccc4C(c4ccccc43)[C@@H]2C1=O (stereo partly specified)
→ -2.8	-1.3	1.0	-2.8	2.9	8.3	-3.5	-18.7	-9.5
CC(=O)Nc1ccc(C(=O)OCC(=O)Nc2ccc(N3CCOCC3)cc2)cc1
→ -2.9	2.6	-1.4	6.8	1.6	5.4	-3.4	-9.4	-15.6
O=C(COc1ccc(Br)cc1)N/N=C1\SCC(=O)N1c1ccc(F)cc1
→ 3.2	3.1	7.9	1.5	-3.9	7.9	-10.4	1.6	-14.3
Cc1nnc(SCC2=C(C(=O)O)N3C(=O)C(NC(=O)Cn4nc(C(F)F)c(Cl)c4C)C3SC2)s1 (stereo unspecified)
→ 2.9	0.2	16.4	10.2	-3.3	-0.4	-3.2	5.3	-13.5
CCOC(=O)C1=C(CS(=O)(=O)c2ccc(C)c(C)c2)NC(=O)NC1c1ccc(O)cc1 (stereo unspecified)
→ 2.4	4.3	13.5	-0.4	-0.7	9.5	-2.1	-2.4	-29.3
Cc1ccc2c(CC(=O)NCc3ccc4c(c3)OCO4)coc2c1
→ 6.7	2.5	7.8	-0.8	-3.8	7.7	-13.1	-4.0	-19.8
O=S(=O)(NCc1ccccc1)NCc1ccccc1
→ 3.2	2.9	28.6	-8.3	1.0	9.5	-2.3	-3.4	-21.5
CC1C2=C(CCCC2=O)N(c2cccc3ccccc23)C2=C1C(=O)CCC2
→ 0.8	3.9	nt	-5.5	0.6	nt	nt	-3.6	-13.7[20 µM]
Cc1ccc(-c2csc3ncn(CC(=O)N4CCOCC4)c(=O)c23)cc1
→ -5.7	11.1	9.6	-5.0	1.7	10.4&20.8	-3.0	1.1	-16.4[20 µM]
Cn1cc(C=C2C(=O)CC(C)(C)CC2=O)c2ccccc21
→ -4.4	0.3	1.1	5.7	16.5	8.0	-14.8	0.3	17.5
CC(=O)Nc1ccc(NC2=C/C(=N/S(=O)(=O)c3cccs3)c3ccccc3C2=O)cc1
→ 8.0	3.1	73.3*[5 µM]	-18.2	3.3	39.4	7.1	-2.5	-5.3
CCCN=C1CC(C)(C)CC(=O)/C1=C(/O)CCCN1C(=O)c2ccccc2C1=O
→ -0.3	1.4	-8.9	-6.0	-2.9	4.1	-1.6	-10.6	-15.2
O=C1CC(c2ccccc2)c2cc(O)ccc2O1 (stereo unspecified)
→ 0.3	0.1	27.1	3.1	0.2	nt	-3.1	-3.9	-17.5
CCCC(=O)c1c(C)c2ccccc2n1C
→ -0.7	2.0	5.7	-3.8	0.6	7.2	2.0	-4.8	-20.4
CCn1c(=O)c2c3c(sc2n(C)c1=O)CCC3
→ -0.2	5.3	0.6	1.0	1.9	0.3	-1.9	-6.6	-13.5
O=C(NCc1cccs1)c1ccccc1[N+](=O)[O-]
→ 3.0	6.6	14.1	0.3	0.2	4.9	-8.6	-6.6	-26.9
C/C(=N/NC(N)=S)c1cc2ccc(O)cc2oc1=O
→ 10.5	5.1	8.2	-24.7	-4.6	2.6	-34.5	3.9	-26.6
CS/C(N)=N/S(=O)(=O)c1ccc(NC(C)=O)cc1
→ 2.1	-1.4	23.6	-4.4	1.3	4.2	3.7	4.0	-12.8
Cc1cc(=O)[nH]c(SCc2nc3ccc([N+](=O)[O-])cc3[nH]2)n1
→ 5.4	6.4	-1.4	20.0	-0.6	7.6	0.8	-0.9	-0.9
CCOc1ccc(CN2CCN(C(=O)c3ccccc3)CC2)cc1
→ -0.3	7.5	24.5	1.6	-0.7	14.6	1.1	3.5	-17.8[20 µM]
CCCSCCCNC(=O)CC1Oc2ccccc2NC1=O (stereo unspecified)
→ 5.1	-0.2	-4.9	-4.3	-3.9	8.3	-11.5	-7.0	-23.1
Cc1cc(-c2n[nH]c(=S)n2/N=C/c2ccccc2[N+](=O)[O-])n[nH]1
→ 2.2	4.9	10.0	-7.5	2.5	10.0	7.5	9.2	-11.3
CCN1CCN(c2cc(C)c3cc(NC(=O)c4cccnc4Cl)ccc3n2)CC1
→ 4.9	5.8	10.7	-13.0	0.3	9.6	-8.5	1.2	-27.6[20 µM]
Nc1ncc(CCN2CCOCC2)c(-c2ccc(F)cc2)n1
→ -0.4	12.6	-15.1	3.4	1.5	2.1	-1.9	-5.3	-27.2
Cc1cccc(OCC(O)CN2CCN(C3CCCCC3)CC2)c1 (stereo unspecified)
→ 1.4	6.2	-0.6	4.5	-4.6	6.1	-3.6	-11.2	-28.4
COc1ccc(C(=O)Cn2c(C(=O)/C=C/c3ccccc3)nc3ccccc32)cc1
→ 1.2	2.0	13.0	-32.6	-2.6	13.8	-48.3	-6.1	4.4[20 µM]
O=C(N/N=C/c1cccc(F)c1)c1c(O)c2ccccc2[nH]c1=O
→ -3.8	5.8	13.9	-21.0	0.8	5.7	8.0	-4.6	-2.0
Cc1ccccc1NC(=O)C(=O)c1cn(C)c2ccccc12
→ 0.3	6.1	6.8	-5.1	1.1	4.3	-9.8	-2.6	-26.6
O=C(CN1C(=O)/C(=C/c2c(F)cccc2Cl)Oc2ccccc21)NCc1ccco1
→ 1.9	2.2	20.6	-8.0	-0.2	16.7	-8.6	-3.9	-19.7
Cc1cc(=O)n(C)c(=O)n1CCCCCOc1cccc([N+](=O)[O-])c1
→ 2.2	13.9	-1.9	-7.4	-0.1	9.7	3.9	-1.3	-4.0[20 µM]
Cc1ccc(OC(=O)CCC(=O)N2CCc3ccccc32)cc1
→ -5.0	-0.7	8.6	-7.0	-1.2	23.9	-8.2	-7.1	-21.6
CC(=O)c1cccc(S(=O)(=O)N2CCN(c3nc4cc(C)cc(C)c4cc3C#N)CC2)c1
→ -0.8	6.3	-19.9	1.4	2.2	nt	-8.7	-6.8	-11.5
Cc1cc(C)c(C)c(Oc2ncnc(N)c2[N+](=O)[O-])c1
→ 3.4	5.7	-1.5	-4.5	1.1	3.4	3.5	1.8	-13.5
Cc1ccc(CSc2ccc(C(=O)N3CCOCC3)cc2[N+](=O)[O-])cc1
→ 6.6	-2.3	16.6	-2.2	-5.5	3.1	5.9	-6.6	-9.6
O=C(COC(=O)CNC(=O)c1ccccc1)Nc1ccc(S(=O)(=O)N2CCOCC2)cc1
→ 4.2	5.4	10.5	-1.4	-3.8	4.6	3.4	-13.0	-26.6
CCCCOCCCNC(=O)Cc1ccccc1OC
→ 0.3	1.2	24.2	-1.5	-1.0	3.3	-3.7	-6.4	-17.3
C/C(=N\N1CCN(c2ccccc2)CC1)c1cccs1
→ -3.7	0.5	-2.7	3.8	-1.0	7.1	-3.7	-5.1	-19.8
CCOC(=O)c1[nH]c2ccccc2c1NC(=O)NC1CCCCC1
→ -0.7	2.3	-3.8	-9.3	-4.4	6.6	-7.4	-2.9	2.7[20 µM]
CCN1c2ccccc2N(C)C1(C)c1ccccc1 (stereo unspecified)
→ -4.5	24.2	37.7	-13.2	11.3	0.7	62.6*	-11.4	3.0
O=C(NCCCn1ccnc1)c1noc2c1CCCC2
→ 5.8	2.1	24.3	-2.2	-0.9	8.5	-9.1	-8.9	3.5
CS(=O)(=O)Nc1ccc(S(=O)(=O)NCCc2ccccc2)cc1
→ 0.2	0.9	0.9	4.6	-5.5	4.8	2.0	-8.5	-19.0[20 µM]
COC(=O)C1(C)CN(S(=O)(=O)c2ccc(C)cc2)c2cc(OC)ccc2C1=O (stereo unspecified)
→ -1.9	3.4	-1.3	-5.3	2.0	-2.0	-11.9	-7.2	-12.6
COc1cc(-c2nc3ccccn3c2/N=C/c2cccc(OC)c2O)ccc1O
→ -3.8	7.4	8.6	-0.9	3.7	11.4	5.5	-6.3	-35.4
O=C(CNS(=O)(=O)c1ccccc1)NCC(=O)OCc1ccccc1F
→ 8.6	8.1	20.9	30.2	-0.1	4.5	0.4	-4.2	-15.1
CCc1nc(SCc2ccc(Cl)cc2)n[nH]1
→ -1.2	0.5	2.6	-8.7	0.3	5.6	-7.5	-9.1	-24.5
CCCCS(=O)(=O)NC1=NCN(CCO)CN1
→ -3.7	0.8	7.2	-0.6	1.0	6.2	-7.9	-5.8	-20.6
Cc1ccc(/C=N/NC(=O)Nc2ccccc2)o1
→ -1.2	2.1	13.4	-10.4	0.3	3.8	-3.1	-1.1	-8.9
C=CC(O)Cc1c(C)n[nH]c1C (stereo unspecified)
→ -0.1	5.1	7.8	3.1	1.1	3.1	-55.3	-13.1	-19.3
Cc1cccc(/N=C/c2c(O)cc(C)oc2=O)n1
→ 7.0	4.2	3.8	-1.9	0.2	14.6	-39.6	-3.7	-1.1
COCCCNCCC(CCC(C)C)c1ccc2c(c1)OCO2 (stereo unspecified)
→ -1.6	2.3	6.0	-4.7	-1.7	13.5	-8.7	-7.1	-9.4

# Not all compounds are listed, so the mix of outcomes need not match the whole.
